Chronic BCR inh – inhibitors of chronic active B-cell receptor signaling. Potency, µM (series often up to 46.1 µM), for the others: top-dose ratio change, negative = lower green/red ratio, most hits filed as inhibitors. 0.05% of 340,000 active. ABC-DLBCL IkBa-CBG/CBR reporter, luminescence ratio, 4 h; active means well fitted inhibition curve with a large enough effect in the signal ratio, with a control signal flat, not every such curve was filed as active; inconclusive means small, poorly fitted or top-dose-only effect, or effect the other way, or a change in a side signal; the % refers to the signal ratio;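 further: potency means the concentration at half of the fitted maximal effect; plate controls were basal doxycycline-induced cells for no effect and cells given 10 µM MG132 for full effect; MG132 reads +100%, hits lower the ratio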
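TMD8 ABC-DLBCL cells carrying doxycycline-inducible green luciferase fused to IkappaBalpha plus unfused red luciferase were exposed to compounds (up to 46 uM) for 4 hrs at 37C. Activity came from the overlap-corrected green/red luminescence ratio.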
A-T KAP1 phos – candidate therapy for ataxia-telangiectasia. […] A-T fibroblasts, KAP-1 phosphorylation AlphaLISA; neocarzinostatin DNA damage 30 min before lysis. 0.19% of 320,000 active. Potency, µM (doses to about 57.5 µM), inactives show top-dose activation, actives largely listed as activators; further: potency means the concentration at half of the fitted maximal effect; % of control where 0% means no effect; nearly all actives have a fitted effect of over 45% in size
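ATM-like activity read as KAP-1 phosphorylation via AlphaLISA donor/acceptor antibody pairs after lysis and 6 hr at 25C. Cells were ATM-null patient fibroblasts ([…], hTERT), dosed 60 min, then exposed to the DSB inducer NCS for 30 min.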
Tb PFK block – inhibitors of T. brucei phosphofructokinase; O15648; T. brucei PFK, ADP-Glo luminescence; Potency, µM (titrated, usually from 57.5 µM), inactives show at the highest dose activity, negative = inhibition, hits mostly inhibitors; 0.17% of 330,000 active;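 further: potency means the concentration at half of the fitted maximal effect; 0% = uninhibited 1x PFK enzyme wells and -100% = no-enzyme wells; nearly all actives have a fitted effect of over 60% in size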
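Compounds were pin-transferred as a titration series up to 57 uM into substrate buffer (0.5 mM F6P, 0.1 mM ATP, pH 8.0), then 1.25 nM PFK was added and reactions ran 45 min before ADP-Glo detection.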
MLL CXXC-DNA inh – blocks binding of human MLL CXXC domain to DNA. Potency, µM (doses to about 115 µM), without a hit: at the top dose activity change, negative = inhibition, actives largely listed as inhibitors. 0.037% of 290,000 active. AID 2662. Q03164. MLL-CXXC / FITC-HOXA9 DNA fluorescence polarization; active means well fitted inhibition curve with a large enough effect in the polarisation, with a control signal flat, not every such curve was filed as active; inconclusive means small, poorly fitted or top-dose-only effect, or effect the other way, or a change in a side signal; inactive means no such curve, though single readings can be large or run the other way; the % refers to the polarisation; further: potency means the concentration at half of the fitted maximal effect
Target sequence (Q03164 whole entry, looked up, the tested form may be a part): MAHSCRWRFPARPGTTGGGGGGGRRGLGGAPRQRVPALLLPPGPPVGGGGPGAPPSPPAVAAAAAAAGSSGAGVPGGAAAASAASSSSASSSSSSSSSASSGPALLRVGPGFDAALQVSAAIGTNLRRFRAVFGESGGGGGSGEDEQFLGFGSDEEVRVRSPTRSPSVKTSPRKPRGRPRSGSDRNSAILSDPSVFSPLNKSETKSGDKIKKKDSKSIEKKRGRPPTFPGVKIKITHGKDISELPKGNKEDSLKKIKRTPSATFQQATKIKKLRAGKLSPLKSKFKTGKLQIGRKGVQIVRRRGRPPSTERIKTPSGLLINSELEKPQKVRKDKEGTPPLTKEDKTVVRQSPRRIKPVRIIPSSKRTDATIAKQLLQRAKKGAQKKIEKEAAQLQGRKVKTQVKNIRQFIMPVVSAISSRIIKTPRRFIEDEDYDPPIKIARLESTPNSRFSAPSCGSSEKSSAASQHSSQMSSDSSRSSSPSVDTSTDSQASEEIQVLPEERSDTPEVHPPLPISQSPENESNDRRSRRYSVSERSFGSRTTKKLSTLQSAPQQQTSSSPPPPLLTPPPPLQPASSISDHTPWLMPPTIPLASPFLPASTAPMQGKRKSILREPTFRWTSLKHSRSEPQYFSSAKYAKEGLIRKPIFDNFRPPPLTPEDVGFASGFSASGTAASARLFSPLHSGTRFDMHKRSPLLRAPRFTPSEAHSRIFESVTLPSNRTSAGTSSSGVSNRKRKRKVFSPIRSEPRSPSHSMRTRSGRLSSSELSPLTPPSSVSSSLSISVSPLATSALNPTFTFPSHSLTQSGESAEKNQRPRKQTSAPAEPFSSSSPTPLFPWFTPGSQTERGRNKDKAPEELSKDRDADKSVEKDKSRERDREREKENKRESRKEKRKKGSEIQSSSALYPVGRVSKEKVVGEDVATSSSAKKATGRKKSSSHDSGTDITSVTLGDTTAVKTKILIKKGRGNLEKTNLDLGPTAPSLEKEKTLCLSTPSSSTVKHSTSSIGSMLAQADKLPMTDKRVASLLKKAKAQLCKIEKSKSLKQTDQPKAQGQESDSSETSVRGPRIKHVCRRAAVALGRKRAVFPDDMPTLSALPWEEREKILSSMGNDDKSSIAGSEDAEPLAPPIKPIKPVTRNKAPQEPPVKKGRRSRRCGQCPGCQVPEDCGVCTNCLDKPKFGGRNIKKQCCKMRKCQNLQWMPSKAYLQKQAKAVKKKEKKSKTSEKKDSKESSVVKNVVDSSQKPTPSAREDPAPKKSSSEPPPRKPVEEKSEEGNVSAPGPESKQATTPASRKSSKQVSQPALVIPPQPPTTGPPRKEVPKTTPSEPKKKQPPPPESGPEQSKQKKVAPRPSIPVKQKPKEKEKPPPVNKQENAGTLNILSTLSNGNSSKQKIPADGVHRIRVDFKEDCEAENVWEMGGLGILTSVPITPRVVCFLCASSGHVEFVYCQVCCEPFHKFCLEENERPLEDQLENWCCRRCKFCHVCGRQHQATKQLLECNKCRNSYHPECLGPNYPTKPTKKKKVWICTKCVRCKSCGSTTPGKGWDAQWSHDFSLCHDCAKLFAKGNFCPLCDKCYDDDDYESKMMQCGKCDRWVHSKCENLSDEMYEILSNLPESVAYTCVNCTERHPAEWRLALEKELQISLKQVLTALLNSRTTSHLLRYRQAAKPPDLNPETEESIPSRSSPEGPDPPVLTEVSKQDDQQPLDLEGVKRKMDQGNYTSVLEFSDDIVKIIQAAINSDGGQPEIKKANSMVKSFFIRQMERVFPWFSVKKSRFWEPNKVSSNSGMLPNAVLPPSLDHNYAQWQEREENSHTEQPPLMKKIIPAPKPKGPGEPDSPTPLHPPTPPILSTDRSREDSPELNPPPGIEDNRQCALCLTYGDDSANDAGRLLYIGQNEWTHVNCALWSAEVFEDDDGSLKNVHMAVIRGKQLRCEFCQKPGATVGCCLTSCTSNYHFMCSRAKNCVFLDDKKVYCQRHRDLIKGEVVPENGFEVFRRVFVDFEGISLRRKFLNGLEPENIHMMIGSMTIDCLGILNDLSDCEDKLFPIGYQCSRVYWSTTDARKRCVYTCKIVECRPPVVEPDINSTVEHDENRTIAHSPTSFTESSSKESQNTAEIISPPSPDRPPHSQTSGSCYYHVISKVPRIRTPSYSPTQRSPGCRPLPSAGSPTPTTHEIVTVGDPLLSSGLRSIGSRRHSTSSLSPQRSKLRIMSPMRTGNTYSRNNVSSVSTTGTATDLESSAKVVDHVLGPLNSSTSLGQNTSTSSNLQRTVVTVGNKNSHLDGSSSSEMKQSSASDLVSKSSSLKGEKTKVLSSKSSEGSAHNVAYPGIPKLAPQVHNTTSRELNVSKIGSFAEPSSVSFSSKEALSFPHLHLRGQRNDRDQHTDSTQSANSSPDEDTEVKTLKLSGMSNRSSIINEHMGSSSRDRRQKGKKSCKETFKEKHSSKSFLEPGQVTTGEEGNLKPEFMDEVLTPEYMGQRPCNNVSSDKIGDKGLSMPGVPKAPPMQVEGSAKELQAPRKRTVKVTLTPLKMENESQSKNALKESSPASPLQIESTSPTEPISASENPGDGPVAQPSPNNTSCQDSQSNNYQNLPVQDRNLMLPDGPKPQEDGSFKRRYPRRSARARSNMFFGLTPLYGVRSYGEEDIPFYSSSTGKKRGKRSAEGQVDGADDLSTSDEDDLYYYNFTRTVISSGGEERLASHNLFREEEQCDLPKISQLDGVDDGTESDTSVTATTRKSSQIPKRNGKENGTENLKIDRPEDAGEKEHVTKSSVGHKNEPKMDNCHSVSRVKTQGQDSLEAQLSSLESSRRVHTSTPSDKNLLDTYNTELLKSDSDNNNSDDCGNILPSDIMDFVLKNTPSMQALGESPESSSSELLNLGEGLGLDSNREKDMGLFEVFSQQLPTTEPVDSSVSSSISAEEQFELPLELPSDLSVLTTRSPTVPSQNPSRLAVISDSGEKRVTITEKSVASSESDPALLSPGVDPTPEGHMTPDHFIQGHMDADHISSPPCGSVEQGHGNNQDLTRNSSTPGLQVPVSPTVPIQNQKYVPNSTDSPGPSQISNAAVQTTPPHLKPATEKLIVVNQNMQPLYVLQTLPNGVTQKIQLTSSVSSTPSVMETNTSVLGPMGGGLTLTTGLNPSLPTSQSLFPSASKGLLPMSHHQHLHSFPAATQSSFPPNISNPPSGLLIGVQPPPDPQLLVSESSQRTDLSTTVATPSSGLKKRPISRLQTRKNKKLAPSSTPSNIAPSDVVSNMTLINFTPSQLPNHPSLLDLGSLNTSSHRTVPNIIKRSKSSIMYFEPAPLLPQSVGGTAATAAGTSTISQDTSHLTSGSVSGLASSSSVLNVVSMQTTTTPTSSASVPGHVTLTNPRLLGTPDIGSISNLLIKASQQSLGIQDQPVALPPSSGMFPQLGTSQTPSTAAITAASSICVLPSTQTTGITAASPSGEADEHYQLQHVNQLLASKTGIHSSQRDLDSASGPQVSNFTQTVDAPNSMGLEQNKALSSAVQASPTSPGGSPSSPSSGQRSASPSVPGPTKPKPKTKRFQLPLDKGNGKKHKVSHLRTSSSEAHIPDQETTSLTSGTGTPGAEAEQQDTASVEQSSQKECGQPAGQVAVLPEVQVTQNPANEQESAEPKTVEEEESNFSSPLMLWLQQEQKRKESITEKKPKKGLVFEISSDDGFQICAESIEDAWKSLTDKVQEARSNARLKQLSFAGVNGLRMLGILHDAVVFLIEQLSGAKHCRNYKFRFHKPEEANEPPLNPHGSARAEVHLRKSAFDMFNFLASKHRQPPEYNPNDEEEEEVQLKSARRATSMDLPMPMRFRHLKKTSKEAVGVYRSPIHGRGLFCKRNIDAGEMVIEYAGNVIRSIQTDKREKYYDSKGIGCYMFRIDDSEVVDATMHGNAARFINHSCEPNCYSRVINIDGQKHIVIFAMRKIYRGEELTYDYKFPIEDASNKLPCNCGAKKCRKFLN
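Purified MLL-CXXC (added from a 7 uM solution) was preincubated 5 min at ambient with pinned compounds in 50 mM Tris-HCl pH 7.5, 50 mM NaCl, 1 mM DTT, 0.05% BSA. Fluorescein-labeled HOX-A9 DNA (50 nM solution) followed, 30 min, then polarization read.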
hERG WT inh – KCNH2 (human, wildtype) channel inhibition | activity change, % at 1.84 µM | 0.37% of 340,000 active | Q12809 | U2OS, BacMam KCNH2, thallium flux FluxOr; stronger effect = lower value;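 active means maximum activity change below -70%; inconclusive means maximum activity change between -70% and -50%; inactive means maximum activity change above -50%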; further: on the % scale 0 is the no-effect control and ±100 the full control effect
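U2OS cells transduced with wild-type KCNH2 virus are loaded with FluxOr dye for 45 min, and thallium flux is measured in kinetic reads before and after stimulation buffer. Rate constants are normalized to DMSO controls.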
FBPA coupling cs – inhibits coupling enzyme system, counter-screen for aldolase hits; coupling enzyme system counterscreen, AmpLite Red fluorescence; activity change, negative = inhibition, % at 58.2 µM, hits read low; 0.67% of 290,000 active; AID 2472; in the data active means activity change below about -30%; further: on the % scale 0 is the no-effect control and ±100 the full control effect
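Coupling enzymes only (glyceraldehyde-3-phosphate) + compound, at 57.5 uM final, 10 min RT; add substrate/coupling/AmpLite Red mix, 20 min RT; fluorescence ex 525/em 598 nm. Actives flag coupling-system interference.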
GALK inh – galactokinase (human) inhibition. P51570. Purified GALK, Kinase-Glo residual ATP luminescence. Potency, µM (top dose mostly 57.5 µM), inactives show top-dose activity change, negative = inhibition, most hits filed as inhibitors. 0.007% of 270,000 active; further: potency means the concentration at half of the fitted maximal effect; on the % scale 0 is the no-effect control and ±100 the full control effect
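Human GALK (5 nM) with 35 uM ATP and 100 uM galactose in 20 mM HEPES pH 8.0, 5 mM MgCl2, 60 mM NaCl, 1 mM DTT, 0.01% BSA. After 1 h at room temperature, leftover ATP was read by Kinase-Glo Plus luminescence.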
TCR act – activators of T cell receptors. primary human leukocytes, anti-CD3, IL-2 HTRF, 48 h. Potency, µM (highest dose often 9.22 µM), inactives show at the highest dose activation of IL-2 secretion, actives largely listed as activators. 330,000 tested, under 10 active; further: % of control where 0% means no effect
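Using a-CD3 beads without co-stimulation, primary human leukocytes were exposed to compounds for 48 hr. An HTRF IL-2 kit measured the cytokine, with europium-to-d2 energy transfer producing emission at 665nm upon 320nm excitation.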
Giardia killer – kills Giardia lamblia; Giardia lamblia trophozoite viability; activity change, % at 7.66 µM, hits read low; 0.15% of 340,000 active; AID 540267; in the data active means activity change below about -80%; inconclusive means between about -30% and that limit;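 further: parasites exposed to compound for two days anaerobically before the ATP read; on the % scale 0 is the no-effect control and ±100 the full control effect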
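Giardia lamblia trophozoites (100 cells/well) were incubated with compounds for 48 h at 37 deg C under anaerobic conditions. Viability was read as ATP content by one-step luminescence after 15-30 min at room temperature.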
TSHR antag – blocks TSH signaling through the human TSH receptor; activity change, negative = inhibition, % at 11.5 µM; 0.2% of 330,000 active; AID 504810; TSHR-expressing cells, TSH-stimulated cAMP HTRF, 2 h; stronger effect = lower value;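 active means activity change below a set negative limit, meaning inhibition stronger than a set level, cut at about -70% in these data; inconclusive means activity change between two set negative limits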; further: on the % scale 0 is the no-effect control and ±100 the full control effect
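Competitive HTRF cAMP read-out (cryptate anti-cAMP antibody, cAMP-d2; 30 min, room temperature) in freshly harvested TSHR cells. Compounds added before TSH at EC80 (4nM final), followed by 2 hours' incubation at 37 deg C.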
The depositor's hits bear a star; ? = inconclusive; . = no result given; & = joins results of further samples; [ ] = remark or other dose. Unless noted, the call rests on the fitted dose curve; in most records, active means well fitted curve in the direction sought with a large enough effect; inconclusive means small, poorly fitted or top-dose-only effect, or another doubt; inactive means no such curve, though single readings can be large; an effect the other way counts as inactive or inconclusive.

SMILES | Chronic BCR inh | A-T KAP1 phos | Tb PFK block | MLL CXXC-DNA inh | hERG WT inh | FBPA coupling cs | GALK inh | TCR act | Giardia killer | TSHR antag
CCC(C)Sc1nnc(NS(=O)(=O)Cc2ccccc2)s1 (stereo not given) | 3% | -22% | 7% | 8% | -14 | 11 | -6% | -2% | -21 | 41
O=C(COC(=O)Cc1cccs1)Nc1cc(S(=O)(=O)N2CCOCC2)ccc1Cl | -4% | 17% | 3% | . | 1 | . | . | 12%[46.1 µM] | -10 | 7
O=C(CSc1ncn[nH]1)NCCC(c1ccccc1)c1ccccc1 | -12% | -7% | 3% | -3% | 17 | 7 | -1% | -1% | 17 | 0
Cc1cc2n(c(=O)c1C#N)CCCN2c1cccc(Cl)c1 | -9% | . | -1% | 1% | 1 | 2 | 0% | -3%[46.1 µM] | -18 | 0
O=C(CCl)NCCN1C(=O)S/C(=C\c2cccnc2)C1=O | -8% | -1% | -4% | 0% | 15 | 0 | 0% | . | -14 | 3
CCc1ccc(CN(C)C(=O)CCc2nnc(COc3ccccc3)o2)cc1 | -10% | 9% | 3% | -16% | 7 | -2 | -2% | 3% | -15 | -8
O=C(NC1CCCC1)C(c1cccnc1)N(C(=O)c1csnn1)C1CC1 (stereo not given) | 9% | -4% | 2% | 0% | 6 | 1 | 1% | -3% | -15 | -2
O=C(N/N=C/c1cc(Br)c(O)c(Br)c1O)c1ccc2c(c1)OCCO2 | ? | -2% | 14% | 24% | -3 | 1 | -3% | 0% | -6 | -16
COc1ccc(C(=O)OCC(=O)c2c(N)n(C)c(=O)n(C)c2=O)c(OC)c1OC | 2% | 10% | 0% | . | 4 | . | . | 1% | 17 | 29
C=CCN1C(=O)C2(OCCCO2)c2cccc(C)c21 | 3% | -8% | -2% | -6% | -3 | 0 | -4% | -4% | -18 | 6
COc1c(O)ccc2cnn(-c3ccccc3C)c(=O)c12 | 1% | 2% | 7% | 1% | 2 | -1 | 19% | 7% | 16 | 2
COc1ccccc1N(C)S(=O)(=O)c1ccc(C(=O)NC(C)c2ccccc2)cc1 (stereo not given) | 2% | 3% | -5% | -10% | -5 | 1 | -1% | 3% | 1 | -10
O=C(NCc1ccco1)c1ccc(Cn2c(=O)c3ccccc3n(Cc3cccc(Cl)c3)c2=O)cc1 | ? | 4% | 0% | 17% | 29 | 0 | 1% | 5% | 2 | -10
Cc1ccccc1NC(=O)c1ccco1 | -23% | -2% | 2% | -5% | 2 | 0 | 3% | -4% | 1 | -7
CSc1ccccc1NC(=O)CN(c1cccc(C)c1)S(C)(=O)=O | -1% | 0% | 1% | 13% | 8 | 1 | 9% | -7% | 10 | 4
CC(Oc1ccc(C(=O)NC2CCCCC2)cc1)C(=O)O (stereo not given) | 3% | 1% | -4% | 10% | -5 | 3 | 0% | -1% | 16 | 8
CCOC(=O)c1ccc(N=c2sc(C(=O)OC)cc(=O)n2CCCN2CCOCC2)cc1 | ? | 8%&-11% | -3%&3% | -17%&1% | -8&1 | 1&0 | 2%&0% | 0%&4% | -9&-2 | -19&-17
O=S(=O)(/N=C(/c1ccccc1)N1CCOCC1)c1ccc(F)cc1 | -11% | 5% | -21% | -17% | 0 | 4 | 7% | -7% | 16 | 22
COc1ccc(CNC(=O)/C(C)=C\C(=O)O)cc1 | ? | -8% | 5% | -7% | -3 | -9 | 1% | 1% | -16 | 18
Cn1c(=O)c2c(ncn2CC(COCc2ccccc2)OCc2ccccc2)n(C)c1=O (stereo not given) | 0% | 4% | 2% | 25% | 5 | 3 | 1% | 1% | -4 | 2
O=C(Nc1ccc(Br)cc1)c1cccn1-c1ncc(C(F)(F)F)cc1Cl | ? | 9% | 2% | 0% | -24 | -2 | -1% | -3% | 2 | -12
Cc1cc(C(=O)NNc2ccccc2F)no1 | -4% | 1% | 0% | 12% | 6 | 1 | 0% | 5% | -27 | 4
COC(=O)c1ccccc1NC(=O)C1(S(=O)(=O)c2ccc(Cl)cc2)CC1 | 5% | 5% | -3% | 4% | 8 | -3 | -3% | 7% | -20 | 1
Cn1cnc([N+](=O)[O-])c1Sc1ccc(Br)cc1 | ? | 10% | 0% | -4% | -8 | 0 | 1% | 5%[46.1 µM] | 5 | 20
O=C(/C=C/c1cccs1)N1CCN(c2ccc(F)cc2)CC1 | -15% | 15% | 2% | -4% | 3 | -1 | 1% | -4% | 5 | -9
O=C1Nc2ccccc2C(=O)N2CCCCC12 (stereo not given) | -17% | 1% | -9% | -4% | 7 | 3 | 3% | -5% | 3 | -7
CCOC(=O)C1C(c2ccc([N+](=O)[O-])cc2)C2C(=O)NN=C2CC1(C)O (stereo not given) | 0% | -6% | 2% | -10% | -5 | 0 | . | 3% | -13 | -4
Cc1ccc(NC(=O)COc2ccc3oc4c(c3c2)CCCC4)nc1 | ? | -4% | -9% | 0% | 7 | -2 | 0% | 0% | 8 | -3
C=Cc1ccc(C(=O)N2CCCC(CCC(=O)N3CCN(c4ccccn4)CC3)C2)cc1 (stereo not given) | -3% | 1% | -12% | -2% | 6 | . | 5% | 1% | 52[activator] | -7
O=C(COC(=O)Cc1c(Cl)cccc1Cl)NCc1ccco1 | ? | -5% | ? | . | 8 | . | . | . | 6 | 14
O=C(NNC(=O)c1ccc(F)cc1)c1ccncc1 | -5% | -5% | 4% | -8% | 37 | 8 | 2% | 1% | -21 | 2
CN1c2ccccc2C(O)=C(C(=O)Nc2ccccc2)S1(=O)=O | ? | -11% | -1% | -6% | -8 | -17 | -17% | -2% | 2 | 38
Cc1ccc(S(=O)(=O)N(C)c2ccc(C(=O)NCCc3ccccc3)cc2)cc1 | ? | 8% | -1% | -11% | 2 | -3 | -5% | -3% | 11 | -11
COc1ccc(OC)c(NS(=O)(=O)c2ccc(Br)s2)c1 | 7% | 0% | -1% | 2% | . | -7 | 0% | . | . | -15
C=CCn1c(SCC(=O)NCC(=O)OCC)nnc1-c1ccccn1 | 2% | 1% | 0% | -9% | 0 | 1 | 0% | -1% | -12 | 1
COc1cc(/C=C2/SC(=O)N(Cc3ccccc3Cl)C2=O)ccc1OCc1ccncc1 | -5% | -2% | 0% | 32%[activator] | -4 | 3 | 0% | 5% | -7 | 32
O=C(Cc1cccs1)Nc1cccc([N+](=O)[O-])c1 | 10% | -7% | -22% | -9% | -1 | -1 | 5% | 4% | -14 | 8
COc1cc(/C=C2\C(=O)N(C)C(=S)N2C)ccc1O | ? | -19% | -1% | ? | -9 | 2 | 1% | -2%[46.1 µM] | 5 | -3
CCOC(=O)CCc1nn(C)c(=O)c2ccccc12 | 0% | 7% | -4% | 10% | 3 | 0 | . | 11% | -4 | -8
CCCn1c(N)c(C(c2ccc(OC)cc2)N2CCN(c3ccccc3)CC2)c(=O)[nH]c1=O (stereo not given) | -24% | -1% | -3% | 11% | 4 | 1 | -1% | -2% | 9 | 8
O=C(COC(=O)c1cc([N+](=O)[O-])ccc1NCc1ccccc1)NC1CCCc2ccccc21 (stereo not given) | ? | -1% | -2% | 15% | -16 | 1 | 0% | 4% | 8 | 0
CC(C)(C)N(Cc1ccccc1)C(=O)COC(=O)CCN1C(=O)C2CC=CCC2C1=O (stereo not given) | 8% | -3% | -1% | . | 9 | . | . | 3% | -14 | -8
CCOC(=O)c1c(S(=O)(=O)NCC(=O)N2CCN(c3ccc(OC)cc3)CC2)c(C)n(C)c1C | -1% | -3% | 2% | -5% | 0 | . | 5% | 4% | -6 | 5
CCCCCn1nc(-c2ccccc2)c2nc3ccccc3nc21 | -21% | 1% | 0% | ? | -4 | -1 | . | -3% | 17 | -1
COc1ccccc1N(CC(=O)Nc1ccc2c(c1)OCCO2)S(C)(=O)=O | 4% | -2% | -2% | -5% | 2 | 1 | -3% | -9% | 8 | 5
CCOC(=O)C1=NN(c2ccc(Cl)cc2)/C(=C/C2=NCCc3cc(OC)c(OC)cc32)S1 | 0% | 9% | 0% | 2% | -6 | 1 | -2% | 0% | 17 | -6
CCOC(=O)CNS(=O)(=O)c1ccc2c3c(cccc13)C(=O)N2CC | -16% | 6% | 3% | -2% | 5 | -2 | 1% | -1% | 11 | -10
CCCc1nc2sc3c(=O)[nH]cnc3c2c2c1CCCC2 | 10% | 3% | -4% | -3% | . | 1 | 1% | . | . | 2
CC(C)C(NC(=O)c1ccc(F)cc1)C(=O)NCC1CCCO1 (stereo not given) | -1% | 1% | 1% | -5% | 3 | 2 | . | -1% | -21 | 4
CC(=O)Nc1ccc(NC(=O)CSc2nnc(NC(=O)C3CC3)s2)cc1 | -1% | 7% | -4% | -12% | -3 | . | 4% | 2% | 3 | -8

High-throughput results deposited in PubChem BioAssay by National Center for Advancing Translational Sciences (NCATS).

No enrichment for hits, and some 1.6% of all compounds hit somewhere here.
